# NR2E3 ag-1: inhibitors of NR2E3-RetCOR corepressor binding, primary screen, NR2E3 agonist project, biochemical, TR-FRET, GST-NR2E3, biotin-RetCOR | 1536-well | inhibition of corepressor binding, % at 4.78 µM | 320,000 tested, 0.12% active | AID 2300, 2010;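 active = percent inhibition above the cutoff of mean plus 3 SD of all tested compounds, set per screening campaign, cut at about 20% in these data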;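 also: 0% = DMSO wells and 100% = biotin wells as full block of FRET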
# Target sequence (Q9Y5X4 whole entry, looked up): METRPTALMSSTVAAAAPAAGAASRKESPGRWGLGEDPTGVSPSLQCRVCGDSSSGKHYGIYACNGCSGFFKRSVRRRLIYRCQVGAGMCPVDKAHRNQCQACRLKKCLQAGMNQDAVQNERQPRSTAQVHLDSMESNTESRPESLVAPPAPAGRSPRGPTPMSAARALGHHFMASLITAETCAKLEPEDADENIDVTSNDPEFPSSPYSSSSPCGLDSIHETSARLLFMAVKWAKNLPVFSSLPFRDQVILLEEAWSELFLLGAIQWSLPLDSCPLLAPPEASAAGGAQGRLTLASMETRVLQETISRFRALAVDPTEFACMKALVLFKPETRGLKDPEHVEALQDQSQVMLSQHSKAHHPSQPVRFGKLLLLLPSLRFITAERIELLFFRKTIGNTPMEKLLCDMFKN
#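 Material: NR2E3–RetCOR corepressor complex / Incubation: Compound–protein incubation for 5 h at 4 °C / Dosing: compound at 4.8 µM, single dose / Detection: time-resolved FRET / Benchmarks: high control biotin, low control 0.6% DMSO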
# iPSC survival up: enhancers of single-cell hiPSC survival, primary screen, ATPlite luminescence | 100% = ROCK inhibitor wells, 0% = DMSO | survival enhancement, % at 20 µM | 360,000 tested, 0.044% active | AID 602274, 2012; in the data active = survival enhancement above about 18%;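 also: cells exposed to compounds for 16 hours before the ATP read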
# MITF TRPM1 inh: inhibitors of MITF-dependent TRPM1 promoter reporter, primary screen, cell-based, SK-MEL-5, single point, luciferase | inhibition, % at 12.5 µM | 330,000 tested, 0.83% active | SK-MEL-5 TRPM1 promoter luciferase, 24 h;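 active = mean inhibition across replicates of 60% or more, whatever share of single replicates reaches that level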; also: values of inactives mirror those of a sister screen read the other way
# HTR2A ag: mouse Htr2a agonists via beta-arrestin recruitment, primary screen, cell-based, luminescence; 5-hydroxytryptamine receptor 2A (Mus musculus), P35363; CHO-K1 mHTR2A beta-arrestin complementation; percent of 30 µM serotonin response; activation, % at 7.6 µM; 360,000 tested, 0.66% active; AID 624169, 2012;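 active = activation above a run cutoff, the mean activation of all tested compounds plus 3 SD, cut at about 14% in these data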;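 also: 0% = plate median of compound wells and 100% = 30 µM serotonin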
# Target sequence (P35363 whole entry, looked up): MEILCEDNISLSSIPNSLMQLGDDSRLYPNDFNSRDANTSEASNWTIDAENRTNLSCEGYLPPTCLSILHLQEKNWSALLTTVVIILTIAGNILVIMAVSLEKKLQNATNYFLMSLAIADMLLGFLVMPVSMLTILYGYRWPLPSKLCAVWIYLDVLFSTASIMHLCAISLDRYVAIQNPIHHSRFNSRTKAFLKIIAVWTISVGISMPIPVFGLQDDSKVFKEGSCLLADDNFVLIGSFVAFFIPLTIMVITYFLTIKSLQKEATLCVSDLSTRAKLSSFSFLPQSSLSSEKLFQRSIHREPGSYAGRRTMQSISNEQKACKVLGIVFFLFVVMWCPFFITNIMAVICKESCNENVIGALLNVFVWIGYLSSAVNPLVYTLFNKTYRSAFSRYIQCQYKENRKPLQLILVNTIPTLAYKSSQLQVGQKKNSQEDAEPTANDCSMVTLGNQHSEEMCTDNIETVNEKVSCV
# CaV13 FRET inh: Disruptors of the CACNA1D IQ motif to Ca2+-dependent inactivation inhibitor domain association, primary screening, Förster resonance energy transfer in intact living …; HEK cells, CFP/YFP FRET ICDI-IQ, plate reader, 10 min; percent FRET-ratio fall versus neutral wells; 340,000 tested, 0.098% active; AID 743397; inhibition, % at 12.3 µM;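 active = mean replicate inhibition of at least 30% and at least 1% of replicates passing that level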;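 also: 0% = median of the neutral control wells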
# NR2E3 ag-2: NR2E3 agonists in two-hybrid cells, primary screen, cell-based, luminescence, CHO-S, Gal4-NCOR/VP16-NR2E3; Photoreceptor-specific nuclear receptor (Homo sapiens), Q9Y5X4; luciferase; inhibition of corepressor binding, % at 3.98 µM; 360,000 tested, 0.35% active; AID 602229, 2012;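 active = inhibition above the mean of all tested compounds plus 3 SD, cut at about 70% in these data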;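 also: 0% = DMSO with NR2E3 transfected cells and 100% = cells lacking NR2E3 construct; higher means lower luciferase signal from less NR2E3 corepressor binding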
# PDI turbidity: inhibitors of human PDI, primary screen, biochemical, turbidity, single point, plate reader; PDI insulin aggregation turbidity, A650, 90 min; AID 588391, 2011; inhibition, % at 10 µM; Protein disulfide-isomerase (Homo sapiens), P07237; 350,000 tested, 0.052% active;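 active = mean inhibition across replicates of 30% or more, whatever share of single replicates reach that level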;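 also: absorbance from insulin aggregation driven by PDI reduction with DTT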
# Cardio protect: cardioprotection against H2O2-induced cell death, primary screen, uHTS, H9c2 cells, ATPLite luminescence. H9c2 cardiomyocytes, H2O2 injury protection, 2 h. protection from H2O2 cell death, % at 20 µM. 360,000 tested, 0.63% active. AID 588492, 2011;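 active = compounds giving at least 50% protection of heart cells from peroxide-induced death in the single-dose screen, raw or plate-pattern-corrected value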;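 also: 0% = DMSO wells with peroxide and 100% = DMSO wells without peroxide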
# Peg3 promoter: Peg3 promoter-driven luciferase inhibitors, primary screen, cell-based, HeLa, luciferase luminescence. HeLa PEG-Prom luciferase reporter, overnight. AID 588405, 2011. inhibition, % at 20 µM. 360,000 tested, 1.7% active;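 active = inhibition of at least 50% at 20 µM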
# HIF-2a inh: HIF-2a reporter inhibitors, primary screen, luminescence, 786-0 RCC cells | 786-0 RCC cells HIF-2a reporter, luciferase luminescence, overnight | inhibition, % at 18.8 µM | 360,000 tested, 0.72% active | AID 624352, 2012;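 active = inhibition of the luminescence signal of 40% or more relative to plate controls, in a single-dose primary screen at 18.75 µM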
# Shn3 3UTR inh: reduction of Shn3 3'UTR firefly luciferase signal, primary screen, Schnurri-3 inhibitor project, cell-based, Clone20 osteoblasts, set 2; Clone20 osteoblast Shn3 3'UTR firefly luciferase, 24 h; inhibition, % at 12.5 µM; 360,000 tested, 0.52% active; AID 588674, 2011;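 active = mean inhibition of at least 75% with every replicate also reaching 75%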;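 also: 0% = median of neutral control wells and 100% = pilot-screen positive control compound; some compounds past the cut are filed as inactive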
# Numbers without * were called inactive; . = not tested or not shown; & = joins results of further samples.
# The first four entries, to show the layout:
SMILES,NR2E3 ag-1,iPSC survival up,MITF TRPM1 inh,HTR2A ag,CaV13 FRET inh,NR2E3 ag-2,PDI turbidity,Cardio protect,Peg3 promoter,HIF-2a inh,Shn3 3UTR inh
CCOc1cc(/C=N/NC(=O)Cn2nc([N+](=O)[O-])cc2C)ccc1OCc1ccc(F)cc1,-0.6,6.6,15.3,-0.5,0.4,-8.3,11.5,0.6,18.4,7.6,7.5
Cc1ccc(-c2n[nH]c(=O)c3ccccc23)cc1S(=O)(=O)N(C)CCO,-6.4,6.9,-10.6,-2.0,-6.2,-17.6,-3.5,34.9,3.7,17.5,-5.7
COc1ccc2c(c1)N(C(=O)CSc1n[nH]c(C)n1)C(C)(C)C=C2C,-1.3,1.0,9.9,6.0,-0.4,15.0,-4.6,5.2,2.1,7.9,4.6
CCC(C)(NC(=O)c1cccc(N2C(=O)CSC2c2ccccc2)c1)C(=O)Nc1ccccc1C (configuration not stated),1.8,0.1,6.8,-0.6,-5.8,-3.1,-1.9,-5.3,11.7,5.3,14.2

# The list itself, repeating the preview:
SMILES,NR2E3 ag-1,iPSC survival up,MITF TRPM1 inh,HTR2A ag,CaV13 FRET inh,NR2E3 ag-2,PDI turbidity,Cardio protect,Peg3 promoter,HIF-2a inh,Shn3 3UTR inh
CCOc1cc(/C=N/NC(=O)Cn2nc([N+](=O)[O-])cc2C)ccc1OCc1ccc(F)cc1,-0.6,6.6,15.3,-0.5,0.4,-8.3,11.5,0.6,18.4,7.6,7.5
Cc1ccc(-c2n[nH]c(=O)c3ccccc23)cc1S(=O)(=O)N(C)CCO,-6.4,6.9,-10.6,-2.0,-6.2,-17.6,-3.5,34.9,3.7,17.5,-5.7
COc1ccc2c(c1)N(C(=O)CSc1n[nH]c(C)n1)C(C)(C)C=C2C,-1.3,1.0,9.9,6.0,-0.4,15.0,-4.6,5.2,2.1,7.9,4.6
CCC(C)(NC(=O)c1cccc(N2C(=O)CSC2c2ccccc2)c1)C(=O)Nc1ccccc1C (configuration not stated),1.8,0.1,6.8,-0.6,-5.8,-3.1,-1.9,-5.3,11.7,5.3,14.2
COc1ccc(/C=C(\C#N)C(=O)NCc2ccccc2)cc1O,-1.8,0.0,-14.0,1.3,-4.5,-11.9,-2.9,7.4,-66.6,-3.2,-29.2
CCCCOc1ccc(-c2c(C#N)c(N)[nH]c(=S)c2C#N)cc1,13.2,-0.7,.,2.3,-3.8,-0.9,-2.1,8.4,-2.5,2.0,-2.8
COc1ccc2c3n(nc2c1)CCN=C3c1ccc(Cl)cc1,3.8,-1.8,.,16.5*,-9.7,-10.1,4.5,3.8,-2.8,-16.8,3.9
CN(C)c1ccc(/C=N/n2c(COc3ccccc3)n[nH]c2=S)cc1,-1.7,-1.1,4.8,12.5,-4.2,30.0,-5.2,5.8,10.5,-0.7,-2.6
Cc1nn(-c2ccccc2)c(N)c1N=O,-3.1,-0.8,.,5.1,-4.9,-11.1,-4.7,2.6,5.2,14.6,-8.6
CC(C)(C)OC(=O)N/N=C\c1ccc[nH]1,2.6,0.3,-31.6,-1.4,1.7,4.9,0.1,-9.2,-81.0,-30.1,-13.0
CN(C)S(=O)(=O)Oc1cccc(C(=O)Nc2ccc(Cl)c(Cl)c2)c1,1.6,-2.9,-31.7,-3.2,-8.4,-44.0,-4.0,-24.2,-219.4,-276.5,42.9
COC(=O)c1cc(S(=O)(=O)Nc2c(C)cccc2C)cn1C,6.1,-0.4,.,5.8,-5.8,-0.7,3.8,-7.3,0.8,5.0,-32.7
CC1(C)OC(=O)C2=C(CC(c3ccccc3)OC2CCc2ccccc2)O1 (configuration not stated),.,-1.6,.,-10.3,-5.5,-2.8,-10.6,-19.2,19.3,6.4,9.6
O=C(O)CSc1nc2ccccc2n1Cc1ccccc1,2.3,-0.4,12.6,0.7,-19.9,6.7,-8.1,7.2,11.6,0.0,-7.0
CC(=O)Nc1ccc(S(=O)(=O)Nc2nc3ccccc3nc2N2CCOCC2)cc1,.,4.2,-7.4,4.8,-6.2,-22.5,6.8,-2.4,10.6,15.1,9.2
COc1ccc(CNc2ccc(-c3ccc(OC)cc3)nn2)cc1,4.0,0.4,-44.3,0.2,-6.7,-72.1,2.2,-0.7,-101.1,-82.2,-29.4
CCCC(C)NC(=O)Cc1ccccc1 (configuration not stated),0.2,-0.2,11.6,-1.6,0.3,3.4,7.9,6.9,7.0,16.9,-1.5
COc1cc(CN2CCN(CCc3ccccc3)C(CCO)C2)cc(OC)c1 (configuration not stated),-1.6,-0.5,5.2,-5.8,-6.3,4.1,-1.7,10.4,5.5,19.1,-11.9
COc1cccc(CNC(=O)CCNS(=O)(=O)c2cccs2)c1,-2.5,-0.7,-5.1,-1.1,-4.3,-25.9,0.1,-0.9,20.5,8.2,-1.3
CCOC(=O)C1=C(C)N=C2SC(C)C(=O)N2C1c1ccc(OC(C)=O)c(OC)c1 (configuration not stated),3.3,-4.3,4.3,-0.2,.,-11.9,-0.6,-10.4,6.2,2.2,-0.9
CCCN1CCC(=O)N(CCSc2ccc(C)cc2)CC1,.,0.4,-53.4,-3.2,-5.6,-39.6,10.5,0.9,-87.6,-150.8,-21.2
COc1ccc(NC(=O)CN(C)C(=O)CCc2c[nH]c3ccccc23)cc1,6.1,-0.8,1.1,1.4,-6.4,-14.2,8.2,-2.5,4.5,3.8,-5.2
O=C(Cc1ccc(Cl)cc1)NNC1CC(=O)N(c2ccc3ccccc3c2)C1=O (configuration not stated),1.7,-0.3,-0.7,0.8,-4.9,-14.2,-13.4,-6.2,3.8,16.3,-8.3
Cc1cccc(OCC(=O)Nc2ccc(NC(=O)c3ccco3)c(C)c2)c1,1.1,0.2,-9.7,2.0,-3.9,-27.4,7.8,-4.4,-5.5,-4.0,-1.7
COc1ccc(CCCNC(=O)C2CCC(=O)N(Cc3ccc(Cl)cc3)C2)cc1 (configuration not stated),.,-0.5,4.4,-3.8,-3.2,4.9,-3.9,-5.2,10.8,2.6,-7.0
COc1ccccc1Oc1nc(C)c(C(C)=O)cc1C#N,-1.0,5.0,12.7,0.2,-5.0,-6.4,-3.9,3.2,8.3,9.0,11.5
CCCCn1c(N)c(N(CCOC)C(=O)CSc2nnc(-c3ccc(F)cc3)n2N)c(=O)[nH]c1=O,3.0,1.5,2.8,-1.4,-5.7,-32.5,-10.7,0.2,8.1,-2.7,1.3
CCOc1ccc(CC(=O)NNC(=S)NC)cc1Br,5.0,-0.5,.,-2.4,-4.4,15.5,0.3,-7.8,3.0,22.8,7.1
O=[N+]([O-])c1cc(S(=O)(=O)N2CCOCC2)ccc1N1CCCC1,3.9,-0.2,11.3,-1.6,-1.6,-25.3,0.0,0.7,10.5,6.5,-7.2
COc1ccccc1NC(=O)c1cc(S(=O)(=O)NC2CCCC2)ccc1F,2.7,0.5,-3.3,5.7,-5.3,-11.4,2.8,-2.3,18.7,4.7,-2.3
Cc1ccc(C(O)c2ncc(-c3cccc(C(F)(F)F)c3)[nH]2)cc1F (configuration not stated),.,6.3,.,6.9,-6.0,35.7,-1.4,-17.2,28.5,14.0,8.2
CCN1CCN(c2nnc(-c3ccc(C)cc3)c3ccccc23)CC1,0.1,1.4,-19.8,-7.0,-21.7,-3.2,3.3,13.3,-8.1,20.3,-7.0
COCCCN1C(=O)C(CC(=O)NCCCCc2ccccc2)CC(C(=O)N2CCOCC2)=C1C (configuration not stated),.,9.5,.,12.7,-5.2,16.6,-6.9,-4.9,-3.3,10.7,-1.3
Fc1ccc(CSc2ncnc3ccccc23)cc1,0.8,1.0,-15.3,-2.9,-6.7,-2.5,-3.0,-3.3,-47.8,-78.8,8.1
O=c1cc(CCl)[nH]c2nc3ccccc3n12,1.3,1.3,-4.7,2.8,6.5,17.4,-3.2,2.6,13.0,-8.9,-10.4
O=c1/c(=C/c2cccc3ccccc23)sc2ncnn12,1.0,-2.0,0.7,0.4,-5.7,-0.8,3.9,3.3,11.7,12.3,5.4
COc1ccc(Cn2c(=O)c3[nH]cnc3n(-c3ccccc3C)c2=O)cc1,8.0,0.3,20.2,-1.8,-5.2,-21.9,-5.4,-6.5,27.0,23.1,11.5
Cc1ccc(C)c(Oc2ncnc(N)c2[N+](=O)[O-])c1,3.0,-1.7,7.2,-0.4,-6.8,-5.5,-1.3,3.8,1.3,17.5,-3.2
CCC(CC)c1nnc(NC(=O)c2cccc(S(=O)(=O)N3CCc4ccccc43)c2)s1,3.2,0.0,8.9,-0.9,-7.2,-20.4,-3.6,-8.5,9.4,2.7,8.6
CC(C)CN1CCN(Cc2cn(C)c3ccccc23)CC1CCO (configuration not stated),-2.7,-0.3,5.2,-0.6,-18.2,-8.2,2.3,0.4,2.2,22.0,-6.2
CC(C)COC(=O)n1c(=O)oc2ccc(S(=O)(=O)N3CCCCC3)cc21,3.6,-0.5,8.4,0.9,9.6,-1.7,6.0,-1.5,8.8,-4.9,.
O=C(C(=O)N1CCN(c2ccc(F)cc2)CC1)c1c[nH]c2ccccc12,2.9,0.1,2.7,-5.6,-6.8,6.0,-4.7,3.4,-6.7,14.0,7.1
CC(NC(=O)Cn1ccsc1=N)C12CC3CC(CC(C3)C1)C2 (configuration not stated),2.3,-3.7,-18.0,-4.5,-4.7,4.4,3.6,-18.6,15.9,17.6,10.6
O=C(c1cccs1)N(Cc1nc2sc3c(c2c(=O)[nH]1)CCCC3)C1CCCC1,1.5,1.4,6.9,0.9,-5.9,-2.6,-5.7,-7.9,13.5,-0.9,5.0
CN(C(=O)C(Cl)Cl)c1ccc(OC(=O)c2ccco2)cc1,3.9,1.4,-6.3,3.6,-4.7,24.4,2.2,-4.9,-5.3,-8.0,4.8&1.3
Cc1ccc(/C=C2/C(=N)N3N=C(CC(=O)N4CCCC4)SC3=NC2=O)o1,-3.6,-0.3,-1.9,2.8,-2.6,17.1,-4.5,-0.9,-6.5,12.8,-13.0
CN(C)C(CNC(=O)c1ccc(S(=O)(=O)Nc2ccccc2)cc1)c1ccco1 (configuration not stated),-1.5,-0.4,1.2,-4.5,-2.1,-22.2,1.5,-2.5,13.7,13.7,-1.5
COc1ccccc1NS(=O)(=O)c1ccc(C(=O)NCc2ccncc2)cc1,5.0,-0.1,-2.7,-8.8,-5.7,-19.5,-11.5,-1.9,4.2,2.8,22.0
